Screens from PubChem BioAssay.
Abeta yeast res: compounds reversing amyloid beta toxicity in yeast. yeast expressing A-beta42, growth rescue, OD600, 48 h; response scale: 0% DMSO, 100% iron-clioquinol control. Potency, µM (top dose mostly 46.1 µM), for the others: at the highest dose growth rescue, most hits filed as activators. AID 1347071. actives 0.063% (n = 410,000); also: potency is read from the fitted curve at half-maximal effect; nearly all actives have a fitted effect of over 55% in size
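Yeast growth medium received pinned compounds, then yeast cells expressing toxic A-beta were added; plates incubated at 30 C for 48 hr. Growth read as absorbance at 600 nm, normalized to DMSO and equimolar FeCl3 plus clioquinol controls.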
PLK1 PBD block: inhibitors of human PLK1 polo-box domain binding; Plk1 PBD binding of FITC phosphopeptide, fluorescence polarization; Potency, µM, inactives show max response, negative = inhibition, most hits filed as inhibitors; actives 2.8% (n = 360,000); AID 720504; also: potency is read from the fitted curve at half-maximal effect; series mostly up to about 57 µM; % is scaled to controls: 0 for no effect and ±100 for the full control effect; nearly all actives have a fitted effect of over 65% in size
EPAC1 agonist: agonists of human EPAC1 | O95398 | EPAC1 agonist qHTS, biochemical assay; response scale: 100% = response to 6.5 mM cAMP | Potency, µM (doses to about 154 µM), inactives show at the top dose activation, most hits filed as activators | actives 0.073% (n = 360,000) | AID 720707; also: potency is read from the fitted curve at half-maximal effect; nearly all actives have a fitted effect of over 60% in size
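Nucleotide exchange by EPAC1 (100 nM) on Rap1B–BODIPY-GDP (250 nM) in the presence of 50 uM GDP is tracked fluorescently at 480/540 nm over 30 min. Signals are normalized to a 6.5 mM cAMP control.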
FUS suppressor: suppressors of FUS proteinopathy in yeast. Potency, µM (highest dose often 76.6 µM), without a hit: top-dose growth rescue (activation), actives largely listed as activators. S. cerevisiae FUS-expressing, growth rescue, OD600, 24 h. actives 0.24% (n = 390,000);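 also: potency is read from the fitted curve at half-maximal effect; plate controls were DMSO vehicle for no effect and reference control for full effect; nearly all actives have a fitted effect of over 55% in size; some results filed as inactive show a strong effect at the top dose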
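Galactose (2%) drives FUS expression in yeast precultured in raffinose; seeding density OD 0.005. Test compounds incubated 24hr at 30C and 99% humidity before absorbance at 600 nm was measured.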
aSyn rescue: inhibitors of alpha-synuclein toxicity in yeast | Yeast expressing alpha-synuclein, growth rescue, BacTiter-Glo, 24 h | Potency, µM (highest dose often 46.1 µM), without a hit: at the top dose growth rescue (activation), hits mostly activators | actives 0.14% (n = 370,000) | AID 652106; also: potency is read from the fitted curve at half-maximal effect; % of control where 0% means no effect; nearly all actives have a fitted effect of over 65% in size
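Screening used galactose-induced yeast with toxic alpha-synuclein levels, exposed to compound for 24 hr at 30 deg C. Cell growth, read with BacTiter-Glo luminescence, gave the measured signal.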
IL-2 act: activates IL-2 in a cell-based reporter assay. AID 652025. actives 0.065% (n = 360,000). activation, % (series mostly up to about 46 µM). IL-2 activation reporter assay, cell-based qHTS; stimulated with anti-CD3/CD4/CD28 beads; in transgenic mouse T cells; in the data active = activation above about 50%; inconclusive = mostly about 30% to 49%; also: 0% is about no effect
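Screening format: compound pinned onto unstimulated transgenic mouse T cells, 60 min incubation, then anti-CD3/anti-CD4/anti-CD28 bead stimulation for 18 hours at 37 degrees C, followed by EGFP and DsRed detection.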
EPAC1 antagonist: blocks human EPAC1 exchange factor; O95398; actives 0.14% (n = 360,000); Potency, µM (top dose mostly 115 µM), for inactives: at the top dose activity change, negative = inhibition, usual class: inhibitors; EPAC1 GEF assay, Rap1b-BODIPY-GDP exchange fluorescence; AID 720709;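 also: potency is read from the fitted curve at half-maximal effect; plate controls were vehicle for no effect and positive control for full effect; nearly all actives have a fitted effect of over 50% in size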
PI5P4K alpha inh: inhibitors of human PI5P4K alpha; P48426; PI5P4Kalpha enzyme, ADP-Glo luminescence, 60 min; active compounds read low; max response, %; actives 1.2% (n = 330,000); active = max response of -50% or lower; inconclusive = between -30% and -50%; inactive = -30% or higher; also: value at the top dose of about 77 µM; % is scaled to controls: 0 for no effect and ±100 for the full control effect
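Reactions run in 0.038 M HEPES pH 7.4, 0.28 mM EGTA, 0.1% CHAPS and 5% DMSO, with PI5P4Kalpha, substrate, compound and 5 microM ATP final, one hour at room temperature. Readout is ADP-Glo luminescence.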
WRN inhibitor: inhibitors of human WRN helicase; actives 0.46% (n = 360,000); AID 651768; Q14191; Potency, µM (highest dose often 114 µM), without a hit: top-dose activity change, negative = inhibition, hits mostly inhibitors; WRN helicase unwinding, fluorescent forked duplex, kinetic; also: potency is read from the fitted curve at half-maximal effect; % is scaled to controls: 0 for no effect and ±100 for the full control effect; nearly all actives have a fitted effect of over 55% in size
Target sequence (Q14191 whole entry, looked up): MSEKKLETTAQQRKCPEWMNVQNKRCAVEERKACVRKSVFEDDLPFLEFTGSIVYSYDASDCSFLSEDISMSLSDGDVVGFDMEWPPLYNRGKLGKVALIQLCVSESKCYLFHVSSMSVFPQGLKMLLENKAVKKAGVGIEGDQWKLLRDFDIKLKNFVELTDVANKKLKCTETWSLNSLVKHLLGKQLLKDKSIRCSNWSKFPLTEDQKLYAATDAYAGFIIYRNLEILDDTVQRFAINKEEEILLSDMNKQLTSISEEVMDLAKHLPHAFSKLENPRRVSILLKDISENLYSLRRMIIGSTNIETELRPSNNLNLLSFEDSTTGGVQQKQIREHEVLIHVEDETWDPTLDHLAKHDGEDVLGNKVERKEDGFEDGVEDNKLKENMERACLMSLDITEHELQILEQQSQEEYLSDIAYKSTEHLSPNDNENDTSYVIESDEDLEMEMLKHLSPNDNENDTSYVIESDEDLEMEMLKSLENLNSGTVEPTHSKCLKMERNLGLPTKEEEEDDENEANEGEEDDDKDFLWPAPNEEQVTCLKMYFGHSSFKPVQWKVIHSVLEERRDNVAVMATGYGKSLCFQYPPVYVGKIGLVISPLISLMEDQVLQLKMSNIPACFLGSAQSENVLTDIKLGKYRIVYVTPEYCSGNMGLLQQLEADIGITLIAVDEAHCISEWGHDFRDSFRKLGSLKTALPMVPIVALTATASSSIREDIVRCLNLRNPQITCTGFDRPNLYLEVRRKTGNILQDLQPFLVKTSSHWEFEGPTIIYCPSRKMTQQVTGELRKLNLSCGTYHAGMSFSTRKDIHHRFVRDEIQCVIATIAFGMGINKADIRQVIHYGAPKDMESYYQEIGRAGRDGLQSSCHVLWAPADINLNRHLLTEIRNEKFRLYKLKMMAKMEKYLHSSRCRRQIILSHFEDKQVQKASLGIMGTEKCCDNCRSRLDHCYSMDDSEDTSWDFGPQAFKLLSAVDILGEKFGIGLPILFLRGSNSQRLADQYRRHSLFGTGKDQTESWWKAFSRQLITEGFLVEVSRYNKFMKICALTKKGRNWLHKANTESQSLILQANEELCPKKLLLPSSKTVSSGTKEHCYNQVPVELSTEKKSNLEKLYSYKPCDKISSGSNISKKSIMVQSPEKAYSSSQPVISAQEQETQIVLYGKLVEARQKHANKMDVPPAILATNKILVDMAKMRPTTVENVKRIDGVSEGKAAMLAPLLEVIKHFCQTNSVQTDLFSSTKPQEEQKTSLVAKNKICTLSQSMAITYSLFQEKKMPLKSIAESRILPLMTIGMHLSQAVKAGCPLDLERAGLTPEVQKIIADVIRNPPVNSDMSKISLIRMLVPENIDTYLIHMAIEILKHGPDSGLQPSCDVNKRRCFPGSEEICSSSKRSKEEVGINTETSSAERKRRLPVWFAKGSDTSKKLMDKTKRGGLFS
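WRN at 20 nM final preincubated with compound 15 min at room temperature; reaction started with 100 nM fluorophore/quencher forked duplex oligonucleotide and 2 mM ATP final. Unwinding followed kinetically by red fluorescence (ex 525, em 598 nm).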
Active calls of the source: *; u = inconclusive; x = not tested or not shown; [ ] = remark or other dose. Unless noted, calls follow the shape of the dose curve; as a rule, active = well fitted curve in the direction sought with a large enough effect; inconclusive = small, poorly fitted or top-dose-only effect, or another doubt; inactive = no such curve, though single readings can be large; an effect the other way counts as inactive or inconclusive. No enrichment for hits; overall some 4.1% were active at least once.

SMILES | Abeta yeast res | PLK1 PBD block | EPAC1 agonist | FUS suppressor | aSyn rescue | IL-2 act | EPAC1 antagonist | PI5P4K alpha inh | WRN inhibitor
CCSc1nnc(NC(=O)Cc2cc(OC)c(OC)c(OC)c2)s1 | -19% | -10% | 3% | 12% | 4% | 1.2 | -17% | 4 | 5%
COc1cc(CNc2ncn[nH]2)cc(Br)c1OC | 6% | -8% | 12% | 6% | 3% | -0.4 | 7% | x | 6%
COC(=O)CSc1nnc(CNC(=O)c2ccccc2F)n1-c1ccc(F)cc1 | -11% | 2% | -3% | 13% | -11% | 2.6 | -10% | 4 | -10%
COc1ccc(C=C2C(=O)c3ccccc3C2=O)cc1O | -20% | 19µM* | 5% | 26% | -46%[inhibitor] | 0.8 | -17% | -60* | -21%
CCOC(=O)C(C)n1cnc2scc(-c3ccc(C)cc3)c2c1=O (stereo unspecified) | -36%[inhibitor] | 0% | 2% | 15% | -5% | 0.0 | u | 2 | 2%
Cn1c(=O)n(C)c2cc(S(=O)(=O)N3CCCCC3)ccc21 | -11% | 0% | 6% | -16% | 1% | -0.6 | -7% | 0 | 1%[57.1 µM]
Cn1nnc(NC(=O)c2ccccc2)n1 | 7% | 2% | -3% | -3% | -6% | 1.8 | 7% | 1 | 5%
CCn1c(SCc2nc3ccccc3c(=O)[nH]2)nnc1-c1ccncc1 | 18% | 3% | 1% | 10% | x | -1.5 | 16% | -6 | 3%
CC(/C=C1\N=C(SCc2ccccc2Cl)SC1=O)=C\c1ccccc1 | 11% | 27µM* | 3% | 24% | -7% | 2.0 | -12% | u | -31%
COc1ccc(OCC(=O)N/N=C(\CCC(=O)O)c2cccs2)cc1 | -11% | -4% | -4% | 17% | 1% | 2.5 | 2% | -4 | -14%
COc1ccc(CCNC(=O)C2CCN(C(=O)N(C)C)CC2)cc1OC | 14% | 2% | 8% | 12% | -1% | -3.2 | 8% | x | -11%[57.1 µM]
O=C1Nc2ccccc2N(O)N1c1cc(-c2ccccc2Cl)no1 | -2% | -5% | -8% | 5% | 2% | -0.9 | 5% | 4 | 2%
CC(=O)Nc1ccc(S(=O)(=O)NCCc2ccc3c(c2)OCCO3)cc1 | 10% | 4% | 14% | -44% | 2% | -0.9 | 5% | -8 | 4%
CCCNC(=O)COc1ccc2c(=O)c(Oc3ccccc3F)coc2c1 | -1% | -9% | -7% | x | -3% | -2.1 | 0% | 2 | -20%
CCCn1c(=O)c2c(C(F)(F)F)cc(-c3cccs3)nc2n(CCC)c1=O | -12% | -13% | 8% | x | 0% | -2.5 | -17% | -1 | 3%
CC(=O)c1c(C)[nH]c(C(=O)COC(=O)CCCOc2ccccc2)c1C | -20% | -6% | 3% | 10% | 1% | -1.8 | -2% | -1 | -16%
O=C(CN1CCN(Cc2cccc(Cl)c2)C1=O)NCc1ccccn1 | -9% | -8% | 8% | -26% | 0% | -2.6 | 16% | 1 | -2%
Cn1cc([N+](=O)[O-])c(C(=O)Nc2sc3c(c2C#N)CCC3)n1 | -2% | -2% | -7% | -26% | -5% | 0.5 | -5% | 7 | 2%
O=C(COc1ccc([N+](=O)[O-])cc1)N(Cc1cccs1)C1CCS(=O)(=O)C1 (stereo unspecified) | 9% | -23% | 9% | 19% | -2% | -1.0 | -2% | u | -3%
Cc1[nH]c2ccccc2c1C(=O)COc1ccccc1 | u | 0% | 12% | 3% | 5% | 3.0 | 8% | 1 | 3%
Cc1cccc(C)c1OCC(O)CNS(=O)(=O)c1ccccc1C(=O)N1CCCCC1 (stereo unspecified) | 0% | 2% | 10% | 26% | 8% | -2.4 | -10% | x | -1%
COc1ccc(Cn2nnnc2C(c2cccs2)N2CCCCCC2)cc1 (stereo unspecified) | 1% | -5% | 22% | -13% | 8% | 0.1 | 1% | 17 | 1%
O=C(C[C@H]1C[C@H](C(=O)N2CCOCC2)[C@@]2(CCC3CCCC3)c3[nH]c4cc(-c5ccco5)ccc4c3CCN2C1=O)NCCC1=CCCCC1 | -3% | -8% | 6% | u | -1% | -0.3 | -17% | -18 | -4%
O=C(CCCn1c(=O)c2sccc2n(Cc2cc(=O)n3ccccc3n2)c1=O)NCc1ccco1 | 5% | -9% | -19% | -7% | -1% | -2.3 | 0% | -2 | 0%
CC(=O)Nc1ccc(NC(=O)C/C(C)=N/NC(=O)c2cccc3ccccc23)cc1 | -8% | -2% | 15% | -8% | -12% | -0.3 | 3% | 5 | -4%[57.1 µM]
COC(=O)[C@H](CC(C)C)NC(=O)N1CCCCC1 | -5% | 0% | -3% | 1% | 9% | 0.1 | 5% | -6 | 17%
CC(C)n1cc2c(N)ncnc2n1 | 3% | 2% | 2% | -9% | -2% | -0.1 | -1% | 5 | -7%
CC(NC1CCCCC1)C(=O)NN=C(c1ccccc1)c1ccccc1 (stereo unspecified) | -1% | -1% | 1% | 6% | 3% | -4.3 | -11% | 6 | -3%
CCN(c1cc(C)cc(C)c1)S(=O)(=O)c1nnc(NC(=O)C(C)C)s1 | -9% | 3% | -10% | -24% | -4% | -0.6 | -3% | -1 | -11%[57.1 µM]
O=C(Nc1ccc(OCCO)cc1)c1csc([C@@H]2O[C@H](CO)[C@H](O)[C@H](O)[C@H]2O)n1 | -8% | 0% | -2% | -18% | -13% | -0.5 | 1% | 1 | 7%[57.1 µM]
O=C(NCc1cccs1)C1CCN(C(=O)NCc2ccccc2)CC1 | 6% | -2% | 1% | -14% | 5% | 0.4 | -15% | 1 | 2%
Cc1cc(C)n2c(SC(C)C(=O)NC3(C#N)CCCCC3)nnc2n1 (stereo unspecified) | 16% | -9% | 2% | -10% | -1% | -0.3 | -17% | -8 | 9%
COc1ccc(-c2c(C)n([O-])c3c([n+]2=O)CCCCC3)cc1OC | 6% | -5% | -1% | 14% | 0% | -0.1 | -14% | 2 | -10%
COc1ccc(CNC(=O)Nc2ccc3c(c2)c(=O)n(C)n3Cc2cc(C)cc(C)c2)cc1 | -13% | -8% | -3% | -5% | -2% | -0.4 | -12% | -7 | -6%
CCOC(=O)C1(CCc2ccccc2)CCN(C(=O)Cc2nonc2C)CC1 | 9% | -1% | -9% | -5% | 0% | -1.0 | -4% | 8 | 7%
CCNC(=O)CC1C(=O)N(c2ccc(C)cc2)C(=O)N1CCc1ccc(OC)c(OC)c1 (stereo unspecified) | 12% | -5% | 0% | 0% | 3% | -0.6 | -14% | -2 | -8%
CC(=O)Nc1cccc(NC(=O)c2c(-c3ccccc3Cl)noc2C)c1 | 14% | 3% | 1% | 6% | 1% | 1.3 | 13% | x | -4%
CCOC(=O)c1c(C)[nH]c(C(=O)OCC(=O)Nc2cc(Cl)ccc2OC)c1C | 1% | -9% | -2% | 22% | 0% | -2.4 | 7% | x | -3%
CC(C)(C)OC(=O)NCCc1onc(-c2ccc([N+](=O)[O-])cc2)c1C(=O)O | 2% | -5% | 22% | -16% | 6% | 1.9 | -11% | -2 | -2%
Cc1cc(C)c(C)c(S(=O)(=O)N2CCN(C(=O)c3ccncc3)CC2)c1C | 17% | 3% | 7% | -2% | 9% | 0.1 | 12% | -2 | 4%
COc1ccc(CC(=O)Oc2ccc(C#N)cc2)cc1 | 5% | -5% | 17% | -20% | -9% | 2.0 | 5% | -2 | -4%
CCOC(=O)C1=C(Cn2ccc(C(F)(F)F)n2)NC(=O)NC1c1ccc2c(c1)OCO2 (stereo unspecified) | 5% | -4% | 3% | 24% | -5% | -0.5 | -12% | 5 | -6%
COC(C)(C)c1cc(C(C)(C)C)nc(N)n1 | 18% | -3% | 0% | -3% | 1% | 1.3 | u | x | -5%
CN[C@H](C)C(=O)NC[C@H]1O[C@@H](n2cc(C)c(=O)[nH]c2=O)C[C@@H]1O | -13% | -13% | -10% | -24% | u | -3.1 | -12% | -1 | 6%
Cc1ccccc1OCC(=O)NCC(c1cccs1)N1CCOCC1 (stereo unspecified) | -1% | 1% | 2% | 2% | 1% | -0.5 | 9% | 1 | 6%
Cc1cccc(C(=O)Oc2c(Br)cc(Br)cc2/C=N/NC(=O)c2ccncc2)c1 | -11% | 30µM* | -6% | -35% | -3% | -2.3 | 6% | -6 | 13%
CC1CN(C(=O)c2cccc(S(=O)(=O)NCc3ccccc3)c2)CC(C)O1 (stereo unspecified) | -14% | -6% | -2% | -8% | -1% | -0.1 | 2% | -11 | 10%
O=C(COc1ccccc1-c1ccccc1)NCCN1C(=O)S/C(=C\c2cccnc2)C1=O | 12% | -13% | -9% | x | 12% | 0.4 | -20% | 14 | -11%
COc1ccc(/C=C/C(=O)Nc2nc(C)c(C(=O)N(C)C)s2)cc1OC | -6% | -3% | 3% | 27% | -2% | 0.0 | -5% | -9 | -30%[57.1 µM]
FC(F)(F)c1cccc(NCc2cn3cccnc3n2)c1 | 0% | -6% | -6% | x | 0% | -0.4 | 3% | 4 | 1%
COc1cc(/C=C/CN2CCN(CCC(C)C)C(CCO)C2)ccc1O (stereo unspecified) | 2% | -6% | 14% | -8% | -1% | -0.2 | 10% | -2 | -14%
COc1cccc(-c2nnc(SCc3ccc(C#N)cc3)n2Cc2ccco2)c1 | 1% | -16% | 0% | 5% | 4% | 0.2 | -3% | -16 | -30%[57.1 µM]
N#Cc1c(-c2ccccc2)nc(SCC(=O)Nc2nnc(C(F)(F)F)s2)[nH]c1=O | -8% | -22% | -3% | 24% | -5% | -0.2 | -6% | -26 | -31%
CC(Sc1nnc(C2CC2)n1-c1ccccc1)C(=O)N1CCNC1=O (stereo unspecified) | -7% | -14% | 1% | 10% | -3% | -0.3 | -9% | 4 | 2%
CN(CC(=O)Nc1cccc(F)c1)C(=O)CCc1nc2cc(S(=O)(=O)N3CCOCC3)ccc2n1C | 6% | 1% | 2% | 5% | -3% | 1.0 | -11% | 2 | -3%
Cn1c(SCC(=O)N/N=C/c2ccncc2)nc2ccccc21 | 6% | -9% | 9% | 25% | -1% | -1.7 | -12% | -11 | 2%
